High-throughput results deposited in PubChem by The Scripps Research Institute Molecular Screening Center.
PAFAH2 FP inh – PAFAH2 (human) inhibition; Q99487; 0.99% of 340,000 active; recombinant PAFAH2, FP-rhodamine activity probe, fluorescence polarization; AID 492956; inhibition, % at 3.39 µM;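 active = inhibition above the mean over all tested compounds plus 3 SD, cut at about 30% in these data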;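 note: inhibitors block probe labeling of enzyme so polarization drops; 0% = enzyme with DMSO and 100% = wells lacking PAFAH2 protein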
LYPLA2 counter – counter-screen for PME1 inhibitors: inhibitors of human LYPLA2. O95372. recombinant LYPLA2, FP-Rh probe fluorescence polarization. inhibition, % at 5.9 µM. 0.38% of 320,000 active. AID 2177;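 active = inhibition above the screen-wide mean plus 3 SD, limit set per campaign, cut at about 26% in these data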;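 note: 0% = LYPLA2 with DMSO and 100% = wells lacking LYPLA2 enzyme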
LYPLA1 inh – LYPLA1 (human) inhibition in PME1 counter-screen | recombinant LYPLA1, FP-Rh probe fluorescence polarization | inhibition, % at 5.9 µM | 0.16% of 320,000 active | AID 2174;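 active = inhibition above the mean of all tested compounds plus 3 SD, set per campaign, cut at about 14% in these data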;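 note: inhibitors block serine hydrolase probe labeling of LYPLA1 so polarization falls; 0% = enzyme with DMSO and 100% = wells lacking LYPLA1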
Target sequence (O75608 whole entry, looked up): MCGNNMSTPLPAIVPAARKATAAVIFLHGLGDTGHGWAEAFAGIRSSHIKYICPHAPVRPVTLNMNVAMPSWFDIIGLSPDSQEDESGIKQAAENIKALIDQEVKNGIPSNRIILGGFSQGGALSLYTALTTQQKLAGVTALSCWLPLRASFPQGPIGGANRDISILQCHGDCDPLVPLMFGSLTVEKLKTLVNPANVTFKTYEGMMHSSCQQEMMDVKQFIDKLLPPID
PME-1 primary – PME-1 (human) inhibition. Q9Y570. recombinant PME-1, FP-Rh probe fluorescence polarization. inhibition, % at 5.9 µM. 0.53% of 320,000 active. AID 2130;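 active = inhibition above the campaign mean of all compounds plus 3 SD, cut at about 26% in these data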;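 note: competitive labeling of PME-1 active site by serine hydrolase directed probe; 0% = PME-1 with DMSO and 100% = wells lacking PME-1 enzyme; inhibitors block probe labeling so polarization falls and inhibition rises; many of its hits are not listed in these tables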
Target sequence (Q9Y570 whole entry, looked up): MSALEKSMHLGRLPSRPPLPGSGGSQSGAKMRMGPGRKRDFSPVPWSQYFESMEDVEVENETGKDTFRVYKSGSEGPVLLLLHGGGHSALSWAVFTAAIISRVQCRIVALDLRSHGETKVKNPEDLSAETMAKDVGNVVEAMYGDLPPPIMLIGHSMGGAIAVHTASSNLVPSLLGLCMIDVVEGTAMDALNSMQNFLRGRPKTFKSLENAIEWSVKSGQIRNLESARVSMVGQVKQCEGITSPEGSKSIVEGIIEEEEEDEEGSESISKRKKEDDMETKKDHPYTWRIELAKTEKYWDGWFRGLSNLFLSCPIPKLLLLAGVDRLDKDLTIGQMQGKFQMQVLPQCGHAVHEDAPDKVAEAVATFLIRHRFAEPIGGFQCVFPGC
GSTO1 counter – counter-screen for RBBP9 inhibitors: inhibitors of human GSTO1 | 1.1% of 300,000 active | recombinant GSTO1, activity-based probe fluorescence polarization | inhibition, % at 5.96 µM | P78417 | AID 1974;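 active = inhibition above the campaign mean inhibition plus 3 SD, cut at about 35% in these data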;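 note: 0% = GSTO1-1 with DMSO and 100% = wells lacking GSTO1-1 enzyme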
Target sequence (P78417 whole entry, looked up): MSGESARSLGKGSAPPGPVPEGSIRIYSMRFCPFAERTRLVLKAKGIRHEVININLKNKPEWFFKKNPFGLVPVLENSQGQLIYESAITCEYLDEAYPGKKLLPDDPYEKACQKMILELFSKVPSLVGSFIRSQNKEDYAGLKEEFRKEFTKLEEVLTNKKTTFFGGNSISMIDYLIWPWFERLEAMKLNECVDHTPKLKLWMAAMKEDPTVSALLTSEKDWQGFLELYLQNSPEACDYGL
PAFAH1B2 inh – PAFAH1B2 (human) inhibition. P68402. recombinant PAFAH1B2, FP-rhodamine activity probe, fluorescence polarization. inhibition, % at 3.39 µM. 1.2% of 340,000 active. AID 492953;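 active = inhibition above the mean of all tested compounds plus 3 SD, cut at about 24% in these data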;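 note: 0% = enzyme with DMSO and 100% = wells lacking PAFAH1B2; many of its hits are not listed in these tables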
pPAFAH FP inh – inhibitors of human plasma PAF acetylhydrolase (pPAFAH). Q13093. AID 463082. inhibition, % at 3.39 µM. recombinant pPAFAH, FP-rhodamine probe fluorescence polarization. 1.5% of 330,000 active;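 active = inhibition above the mean inhibition across the screen plus 3 SD, cut at about 25% in these data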;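 note: inhibitors block binding of the rhodamine activity-based probe so polarization drops; 0% = enzyme with DMSO and 100% = wells lacking pPAFAH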
PAD4 FP inh – blocks human protein arginine deiminase 4; Q9UM07; inhibition, % at 6.36 µM; recombinant PAD4, RCA probe fluorescence polarization; 0.41% of 330,000 active;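 active = percent inhibition above a cutoff equal to the mean of all tested compounds plus 3 SD, cut at about 15% in these data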;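 note: 0% = PAD4 with RCA probe and DMSO and 100% = probe without PAD4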
PAFAH1B3 inh – blocks human PAF acetylhydrolase 1B catalytic subunit 3; Q15102; recombinant PAFAH1B3, FP-rhodamine probe, fluorescence polarization; inhibition, % at 3.39 µM; 0.28% of 340,000 active; AID 492972;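 active = inhibition above the screen-wide average of all tested compounds plus 3 SD, cut at about 25% in these data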;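 note: 0% = enzyme with DMSO only and 100% = wells lacking PAFAH1B3 protein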
Numbers without * were called inactive. These rows are one share of the data; the hit share may differ from the screen's.

For CCN(c1ccccc1)S(=O)(=O)c1cc2c(cc1C)N(C)CCO2 the results were PAFAH2 FP inh 7, LYPLA2 counter 6, LYPLA1 inh 5, PME-1 primary 0, GSTO1 counter 3, PAFAH1B2 inh 8, pPAFAH FP inh 10, PAD4 FP inh -3 and PAFAH1B3 inh 2.
For O=C(O)CSCCn1cccn1 the results were PAFAH2 FP inh 8, LYPLA2 counter 5, LYPLA1 inh 0, PME-1 primary -14, GSTO1 counter 11, PAFAH1B2 inh 10, pPAFAH FP inh -7, PAD4 FP inh -4 and PAFAH1B3 inh 9.
CCc1ccc(OCc2nnc(-c3ccccc3Br)o2)cc1 was read as PAFAH2 FP inh 2, LYPLA2 counter 3, LYPLA1 inh -1, PME-1 primary -3, PAFAH1B2 inh 5, pPAFAH FP inh 6, PAD4 FP inh -4 and PAFAH1B3 inh 3.
CC(CCc1ccccc1)NC(=O)CN1CCc2ccccc2C1 (stereo not given) was read as PAFAH2 FP inh -1, LYPLA2 counter -8, LYPLA1 inh 0, PME-1 primary 9, GSTO1 counter -6, PAFAH1B2 inh 2, pPAFAH FP inh -1, PAD4 FP inh 2 and PAFAH1B3 inh 6.
`Cc1ccc(S(=O)(=O)N2CCCN(C(=O)c3cc4ccccc4[nH]3)CC2)cc1` gave PAFAH2 FP inh -2, LYPLA2 counter 7, LYPLA1 inh 1, PME-1 primary -6, GSTO1 counter -10, PAFAH1B2 inh 15, pPAFAH FP inh 0, PAD4 FP inh -5 and PAFAH1B3 inh 11.
Cc1ccc(NC(=O)c2oc3ccc(S(=O)(=O)N4CCOCC4)cc3c2C)cc1C was read as PAFAH2 FP inh -18, LYPLA2 counter 3, LYPLA1 inh 3, PME-1 primary -6, GSTO1 counter -1, PAFAH1B2 inh 3, pPAFAH FP inh 2, PAD4 FP inh 4 and PAFAH1B3 inh -4.
For Cc1ccc(OCC(=O)NNC(=O)c2ccc(-n3cncn3)c([N+](=O)[O-])c2)cc1 the results were PAFAH2 FP inh 2, LYPLA2 counter 7, LYPLA1 inh 4, PME-1 primary 0, GSTO1 counter -5, PAFAH1B2 inh 5, pPAFAH FP inh 4, PAD4 FP inh -8 and PAFAH1B3 inh 2.
CCN(CC)CCN1C(=O)C2C(C(=O)Nc3cccc(C)c3)C3C=CC2(O3)C1C(=O)NC1CCCC(C)C1C (stereo not given) was read as PAFAH2 FP inh -4, LYPLA2 counter -4, LYPLA1 inh -3, PME-1 primary 0, GSTO1 counter 3, PAFAH1B2 inh 6, pPAFAH FP inh 0, PAD4 FP inh 0 and PAFAH1B3 inh 9.
Screening COc1ccccc1CN1C[C@@H]2C[C@@H](c3ccc(Cl)cc3)N3CCC[C@@]23C1=O returned PAFAH2 FP inh -2, LYPLA2 counter -6, LYPLA1 inh 0, PME-1 primary 0, GSTO1 counter 4, PAFAH1B2 inh 3, pPAFAH FP inh 2, PAD4 FP inh -4 and PAFAH1B3 inh 2.
For OCc1cn(-c2ccccc2)nc1-c1ccc(-c2nn(-c3ccccc3)cc2CO)cc1 the results were PAFAH2 FP inh -16, LYPLA2 counter -4, LYPLA1 inh -1, PME-1 primary -10, GSTO1 counter -7, PAFAH1B2 inh -1, pPAFAH FP inh 5, PAD4 FP inh -4 and PAFAH1B3 inh -11.
`COc1cc(CNc2ccc3[nH]c(=O)[nH]c3c2)cc(Cl)c1OCC(=O)NC(C)(C)C` gave PAFAH2 FP inh 12, LYPLA2 counter 8, LYPLA1 inh 2, PME-1 primary 5, GSTO1 counter -2, PAFAH1B2 inh 0, pPAFAH FP inh 2, PAD4 FP inh -5 and PAFAH1B3 inh 9.
For COc1cc(-c2nnc3sc(-c4cccs4)nn23)cc(OC)c1OC the results were PAFAH2 FP inh 1, LYPLA2 counter -3, LYPLA1 inh -4, PME-1 primary -4, GSTO1 counter 0, PAFAH1B2 inh -2, pPAFAH FP inh -11, PAD4 FP inh -11 and PAFAH1B3 inh 12.
C[C@H](CO)N1C[C@H](C)[C@@H](CN(C)C(=O)Nc2ccc(C(F)(F)F)cc2)Oc2c(NS(=O)(=O)c3cccs3)cccc2C1=O was read as PAFAH2 FP inh 2, PAFAH1B2 inh 25*, pPAFAH FP inh 12, PAD4 FP inh 3 and PAFAH1B3 inh 2.
Cc1nc(Nc2nc(CSc3nc4ccccc4[nH]3)cc(=O)[nH]2)nc2ccccc12 was read as PAFAH2 FP inh -18, LYPLA2 counter -33, LYPLA1 inh -26, PME-1 primary -33, GSTO1 counter -3, PAFAH1B2 inh -3, pPAFAH FP inh 4, PAD4 FP inh 1 and PAFAH1B3 inh -2.
For O=C(COC(=O)[C@H](Cc1ccccc1)NC(=O)c1cccs1)Nc1c(Cl)cccc1Cl the results were PAFAH2 FP inh 14, LYPLA2 counter 5, LYPLA1 inh -3, PME-1 primary 5, GSTO1 counter 5, PAFAH1B2 inh 4, pPAFAH FP inh 1, PAD4 FP inh 6 and PAFAH1B3 inh 10.
Screening NC(=O)C1CCN(C2CC(=O)N(c3cccc(F)c3)C2=O)CC1 (stereo not given) returned PAFAH2 FP inh 2, LYPLA2 counter 1, LYPLA1 inh 3, PME-1 primary -4, GSTO1 counter 9, PAFAH1B2 inh -4, pPAFAH FP inh 4, PAD4 FP inh 4 and PAFAH1B3 inh 3.
For O=C(c1cnccn1)N1CCc2ccccc21 the results were PAFAH2 FP inh 0, LYPLA2 counter 1, LYPLA1 inh 2, PME-1 primary -3, GSTO1 counter 3, PAFAH1B2 inh 1, pPAFAH FP inh 7, PAD4 FP inh -1 and PAFAH1B3 inh 0.
`CC(C)(C)S(=O)(=O)c1ccccc1-c1noc(-c2ccccc2)c1C(N)=O` gave LYPLA2 counter -2, LYPLA1 inh -2, PME-1 primary -1, GSTO1 counter 3, pPAFAH FP inh 6 and PAD4 FP inh -1.
For C#CCNc1c(C)c(C)nc2ncnn12 the results were PAFAH2 FP inh -2, LYPLA2 counter 4, LYPLA1 inh -3, PME-1 primary 2, GSTO1 counter -8, PAFAH1B2 inh 3, pPAFAH FP inh 4, PAD4 FP inh -3 and PAFAH1B3 inh 0.
For Cc1cccc(N2C(N)=C(C#N)C(C#N)(C#N)C2c2ccccc2)c1 (stereo not given) the results were PAFAH2 FP inh 5, LYPLA2 counter 1, LYPLA1 inh -2, PME-1 primary 2, GSTO1 counter -10, PAFAH1B2 inh 7, pPAFAH FP inh 10, PAD4 FP inh -1 and PAFAH1B3 inh 4.
For O=S(=O)(N1CCOCC1)n1cnc2ccccc21 the results were PAFAH2 FP inh -6, LYPLA2 counter 7, LYPLA1 inh 4, PME-1 primary 5, GSTO1 counter 10, PAFAH1B2 inh 3, pPAFAH FP inh 5, PAD4 FP inh -7 and PAFAH1B3 inh 8.
For Cc1ccc(NC(=O)CN(C)C(=O)CSc2nc(C)cc(C)n2)cc1 the results were PAFAH2 FP inh 3, LYPLA2 counter -9, LYPLA1 inh -1, PME-1 primary -7, GSTO1 counter 3, PAFAH1B2 inh 1, pPAFAH FP inh -7, PAD4 FP inh -13 and PAFAH1B3 inh 3.
For O=C(c1cccs1)N1CCN(C(=O)c2ccco2)c2ccccc2C1 the results were PAFAH2 FP inh -8, LYPLA2 counter -6, LYPLA1 inh 0, PME-1 primary 2, GSTO1 counter -6, PAFAH1B2 inh 2, pPAFAH FP inh 0, PAD4 FP inh -7 and PAFAH1B3 inh 8.
For COc1ccc(C(=O)Nc2ccnn2C2CCN(Cc3cccnc3)CC2)cc1 the results were PAFAH2 FP inh -2, LYPLA2 counter 3, LYPLA1 inh -2, PME-1 primary -1, GSTO1 counter 7, PAFAH1B2 inh -2, pPAFAH FP inh 2, PAD4 FP inh -5 and PAFAH1B3 inh 6.
CC(C)C(=O)c1cn(CC(=O)NCc2ccc3c(c2)OCO3)c2ccccc12 was read as PAFAH2 FP inh 1, LYPLA2 counter 9, LYPLA1 inh 1, PME-1 primary 1, GSTO1 counter -2, PAFAH1B2 inh 1, pPAFAH FP inh 2, PAD4 FP inh -2 and PAFAH1B3 inh 2.
For Cc1noc(C)c1CCC(=O)N1CCCC(CCC(=O)NCc2ccc(F)c(F)c2)C1 (stereo not given) the results were PAFAH2 FP inh 0, LYPLA2 counter 3, LYPLA1 inh -1, PME-1 primary 1, GSTO1 counter -2, PAFAH1B2 inh 7, pPAFAH FP inh 23, PAD4 FP inh 3 and PAFAH1B3 inh 4.
Screening Cc1ccc(NC(=O)c2ccc(OC(F)F)cc2)cc1S(=O)(=O)N(C)C returned PAFAH2 FP inh -3, LYPLA2 counter 2, LYPLA1 inh -5, PME-1 primary -6, GSTO1 counter -4, PAFAH1B2 inh 1, pPAFAH FP inh 2, PAD4 FP inh -5 and PAFAH1B3 inh 3.
O=C(NNc1ncc(C(F)(F)F)cc1Cl)c1c(Cl)cccc1Cl was read as PAFAH2 FP inh -3, LYPLA2 counter 5, LYPLA1 inh 3, PME-1 primary 2, GSTO1 counter 8, PAFAH1B2 inh -1, pPAFAH FP inh 3, PAD4 FP inh 0 and PAFAH1B3 inh 10.
`COc1ccc2c(c1)CC/C(=C\Nc1ccc3c(c1)OCO3)C2=O` gave PAFAH2 FP inh 8, LYPLA2 counter 0, LYPLA1 inh 2, PME-1 primary 32*, GSTO1 counter 69*, PAFAH1B2 inh 4, pPAFAH FP inh 25*, PAD4 FP inh 4 and PAFAH1B3 inh 5.
O=C(CSc1ccccc1)Nc1ccncc1 was read as PAFAH2 FP inh 6, LYPLA2 counter 2, LYPLA1 inh 5, PME-1 primary -2, GSTO1 counter 0, PAFAH1B2 inh 9, pPAFAH FP inh 1, PAD4 FP inh -4 and PAFAH1B3 inh -5.
`Cc1cc(OCC(=O)NCc2ccccn2)cc(C)c1Br` gave PAFAH2 FP inh 1, LYPLA2 counter -6, LYPLA1 inh 0, PME-1 primary -7, GSTO1 counter 0, PAFAH1B2 inh -3, pPAFAH FP inh 5, PAD4 FP inh -5 and PAFAH1B3 inh 4.
For COc1ccc(-n2c(-c3ccc(Cl)cc3)c[n+]3c2CCc2ccccc2-3)cc1 the results were PAFAH2 FP inh -2, LYPLA2 counter 0, LYPLA1 inh 1, PME-1 primary 0, GSTO1 counter 3, PAFAH1B2 inh 2, pPAFAH FP inh -1, PAD4 FP inh -2 and PAFAH1B3 inh 1.

3 entries from above, sorted by number of heavy atoms, low to high:
`Cc1cc(OCC(=O)NCc2ccccn2)cc(C)c1Br` gave PAFAH2 FP inh 1, LYPLA2 counter -6, LYPLA1 inh 0, PME-1 primary -7, GSTO1 counter 0, PAFAH1B2 inh -3, pPAFAH FP inh 5, PAD4 FP inh -5 and PAFAH1B3 inh 4.
O=C(NNc1ncc(C(F)(F)F)cc1Cl)c1c(Cl)cccc1Cl was read as PAFAH2 FP inh -3, LYPLA2 counter 5, LYPLA1 inh 3, PME-1 primary 2, GSTO1 counter 8, PAFAH1B2 inh -1, pPAFAH FP inh 3, PAD4 FP inh 0 and PAFAH1B3 inh 10.
For COc1ccc(C(=O)Nc2ccnn2C2CCN(Cc3cccnc3)CC2)cc1 the results were PAFAH2 FP inh -2, LYPLA2 counter 3, LYPLA1 inh -2, PME-1 primary -1, GSTO1 counter 7, PAFAH1B2 inh -2, pPAFAH FP inh 2, PAD4 FP inh -5 and PAFAH1B3 inh 6.
